# Screening data (PubChem BioAssay)
# VLA-4 inh: inhibition in human VLA-4 binding assay, primary screen, VLA-4 allosteric modulator project, MLPCN library, flow cytometry, VLA-4 expressing cells. ligand binding flow cytometry. inhibition, % (about 7 µM as worked out from the volumes in the protocol). 330,000 tested, 0.2% active. AID 2557, 2010; in the data active means inhibition above about 50%
# Target sequence (P13612 whole entry, looked up): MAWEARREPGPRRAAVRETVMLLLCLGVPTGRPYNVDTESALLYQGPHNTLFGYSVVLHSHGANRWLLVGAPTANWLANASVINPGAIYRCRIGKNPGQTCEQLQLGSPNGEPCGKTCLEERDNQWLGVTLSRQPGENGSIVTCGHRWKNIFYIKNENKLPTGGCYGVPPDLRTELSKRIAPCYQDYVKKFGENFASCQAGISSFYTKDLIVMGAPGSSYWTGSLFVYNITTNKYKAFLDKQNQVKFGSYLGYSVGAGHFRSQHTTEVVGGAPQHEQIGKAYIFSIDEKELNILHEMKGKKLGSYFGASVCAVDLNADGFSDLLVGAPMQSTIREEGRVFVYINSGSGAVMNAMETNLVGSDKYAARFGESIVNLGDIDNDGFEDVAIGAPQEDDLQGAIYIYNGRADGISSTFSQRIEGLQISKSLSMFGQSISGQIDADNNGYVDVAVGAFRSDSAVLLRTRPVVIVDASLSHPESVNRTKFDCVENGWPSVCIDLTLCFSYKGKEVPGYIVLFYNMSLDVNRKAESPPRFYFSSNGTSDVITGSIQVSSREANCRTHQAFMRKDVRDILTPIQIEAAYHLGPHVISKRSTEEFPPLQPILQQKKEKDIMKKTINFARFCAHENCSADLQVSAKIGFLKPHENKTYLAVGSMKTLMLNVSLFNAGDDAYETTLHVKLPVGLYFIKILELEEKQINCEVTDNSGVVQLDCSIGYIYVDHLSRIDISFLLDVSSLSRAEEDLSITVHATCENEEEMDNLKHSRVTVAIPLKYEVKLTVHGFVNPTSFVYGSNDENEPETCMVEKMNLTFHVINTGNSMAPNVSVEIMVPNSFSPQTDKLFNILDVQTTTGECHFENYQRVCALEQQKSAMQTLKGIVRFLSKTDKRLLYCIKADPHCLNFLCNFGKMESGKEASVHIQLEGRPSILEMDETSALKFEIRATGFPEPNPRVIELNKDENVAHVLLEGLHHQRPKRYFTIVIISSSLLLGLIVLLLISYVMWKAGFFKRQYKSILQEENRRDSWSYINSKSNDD
# GLD-1 RNA inh: GLD-1/TGE RNA complex disruptors, primary screen, biochemical, fluorescence polarization | purified GLD-1 + fluorescein TGE RNA | inhibition, % at 5.96 µM | 320,000 tested, 0.44% active;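 active means percent inhibition above a per-plate cutoff, the plate mean of test compounds plus 3 SD, cut at about 30% in these data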;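 further: 0% = DMSO wells with GLD-1 and probe and 100% = wells lacking GLD-1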
# Yeast superoxide: reduction of superoxide in aged yeast, primary screen, HTS; S. cerevisiae aged cells, superoxide DHE fluorescence; stronger effect = lower value; 330,000 tested, 0.18% active; superoxide response (% of plate mean), % at 10 µM; AID 2690, 2010;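 active means superoxide response under a set limit, about three screen SD below normal, cut at about 65% in these data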;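 further: yeast aged for seven days with compound at 30 °C before DHE staining; 100% = average MFI of all compound-treated wells on the plate with controls excluded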
# AGP1-GFP MLPCN: modulators of AGP1-GFP expression in yeast TOR pathway, primary screen, cell-based, multiplex flow cytometry, S. cerevisiae, MLPCN library; 3 h; GFP as percent of DMSO wells; GFP response vs DMSO, % at 10 µM; 320,000 tested, 0.02% active; AID 2066, 2009;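 active means GFP response relative to DMSO above a set limit, near screen average plus 3 SD, cut at about 150% in these data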;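 further: median GFP channel fluorescence of the gated AGP1 strain per well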
# BCLXL inh: inhibitors of human Bcl-xL, primary screen, biochemical, fluorescence polarization, HTS | AID 2129, 2009 | 320,000 tested, 0.7% active | GST-Bcl-xL / FITC-Bim BH3 peptide fluorescence polarization | inhibition, % at 10.9 µM | Bcl-2-like protein 1 (Homo sapiens), Q07817;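 active means inhibition above the mean of all tested compounds plus 3 SD, cutoff set per campaign, cut at about 30% in these data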;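 further: 0% = DMSO wells and 100% = unlabeled Bim-BH3 peptide competitor; inhibitors lower millipolarization by displacing the labeled peptide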
# GRK2 aptamer HTS: compounds blocking aptamer binding on GRK2 – biochemical, human GRK2, bead flow cytometry, HTS, primary screen; 330,000 tested, 0.59% active; inhibition of aptamer binding, % at 10 µM; FAM-aptamer displacement from GRK2; Beta-adrenergic receptor kinase 1 (Homo sapiens), P25098;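 active means inhibition of aptamer binding above 40%, roughly 3 SD of noise, on plates passing a quality check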;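 further: median bead fluorescence of bound FAM aptamer so fluorescent compounds give negative values; no value below 0 was filed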
# MEX-5 binding: MEX-5 zinc finger RNA-binding disruptors – biochemical, C. elegans, fluorescence polarization, MLPCN library, primary screen | activity score (negative = inhibition of binding), % at 10 µM | MEX-5/FITC-TCR2 RNA binding; stronger effect = lower value | AID 1832, 2009 | 300,000 tested, 0.38% active;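 active means inhibition past about -25% in most replicates, and total fluorescence under double the plate's negative control median, limit read from the data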;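 further: 0% = DMSO and -100% = 5 µM competing unlabeled TCR2 RNA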
# MCL1 BIM primary: inhibitors of MCL1 binding to BIM-BH3, primary screen, biochemical, fluorescence polarization; Induced myeloid leukemia cell differentiation protein Mcl-1 (Homo sapiens), Q07820; GST-MCL1 / FITC-Bim-BH3 fluorescence polarization; inhibition, % at 10.9 µM; 320,000 tested, 0.68% active; AID 2057, 2009;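 active means inhibition above the mean inhibition of all tested compounds plus 3 SD, set per campaign, cut at about 40% in these data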;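 further: 0% = DMSO wells and 100% = unlabeled Bim-BH3 peptide control; higher means more loss of mP so more displacement of Bim peptide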
# CIT2-GFP yeast: modulators of CIT2-GFP expression in yeast, primary screen, S. cerevisiae, GFP fusion, multiplex flow cytometry, MLPCN library; S. cerevisiae CIT2-GFP strain, 3 h; 100 means same as DMSO wells; GFP response vs DMSO, % at 10 µM; 320,000 tested, 0.065% active;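 active means GFP response relative to DMSO above a set limit, near the screen mean plus 3 SD, cut at about 150% in these data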;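 further: ratio of well median GFP fluorescence to mean of DMSO wells on the plate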
# Starred values were filed as active, the others as inactive; x = no result given.
molecule	VLA-4 inh	GLD-1 RNA inh	Yeast superoxide	AGP1-GFP MLPCN	BCLXL inh	GRK2 aptamer HTS	MEX-5 binding	MCL1 BIM primary	CIT2-GFP yeast
N=c1n(CCOc2ccccc2)c2ccccc2n1CCN1CCOCC1	9	-7	111	102	2	0	0.0	5	100
COc1ccc(C(=O)NC(=S)SCC(=O)O)cc1	-3	-4	91	104	1	2	0.9	-1	74
CN1CCN(C2=Cc3ccccc3Sc3cc(F)c(F)cc32)CC1	32	3	73	102	10	0	3.8	3	96
CCOc1ccc(NS(=O)(=O)c2cc(Cl)ccc2OC)cc1	4	-7	97	105	1	0	-0.8	-1	95
CCC(C)(C)NC(=O)C(c1ccc(C)cc1)N(CC1CCCO1)C(=O)CCC(=O)Nc1ccccn1 (centres undefined)	-7	8	100	100	0	2	0.3	-2	94
COc1ccc(S(=O)(=O)NCc2ccncc2)cc1OC	-1	-3	94	99	1	0	0.3	1	100
COC(=O)C1=C(C(=O)OC)[C@@H]2N(Cc3ccccc3)c3ccccc3[C@@]23C[C@@H](C(=O)OC)N(C(=O)COCc2ccccc2)C3=N1	-7	11	90	84	-1	2	1.6	-3	86
COc1ccccc1N1CCN(CCC(=O)Nc2cccc(Cl)c2)CC1	-2	0	101	100	3	0	-2.3	1	106
CC(=O)N1CSCC1C(=O)NNS(=O)(=O)c1cccc(C(F)(F)F)c1 (centres undefined)	-10	0	99	105	4	0	-0.4	6	94
Cc1ccc(C)c(S(=O)(=O)NCC(=O)NCc2ccco2)c1	-1	-7	100	105	4	3	2.0	7	102
Cc1nnnn1/C(=C\c1ccccc1)C(=O)OCC(=O)N1CC2(C)CC1CC(C)(C)C2 (centres undefined)	29	4	107	89	-3	2	1.6	-12	83
Cc1ccn2cc(C(=O)N3CCN(c4cnn(-c5ccccc5)c(=O)c4Cl)CC3)nc2c1	6	3	95	96	-6	0	x	-6	90
O=C(Nc1ccc2ccccc2c1)N1CCCN(CCOc2ccccc2)CC1	10	2	100	93	2	0	1.5	4	85
O=C(CSc1ccccc1)N1CCN(c2ccccc2)CC1	2	0	90	97	2	0	2.2	5	96
COc1cc(NC(=O)Cc2c(C(=O)O)[nH]c3ccccc23)cc(OC)c1OC	11	-1	96	102	-5	0	-3.7	-4	93
COCCNC(=O)Cn1nc(C(F)(F)F)c(Br)c1C	0	6	103	101	1	0	2.3	1	110
CCOC(=O)CN1C(=O)NC2(CCCc3ccccc32)C1=O (centres undefined)	8	0	93	98	5	1	-0.4	5	99
O=C(CSc1nnnn1C1CCCCC1)Nc1nc2c(s1)CCCC2	7	1	132	102	-3	2	1.7	-3	98
Cc1ccc(-n2nc3c(N4CCC(C(=O)NCCc5ccco5)CC4)nnc(C)c3c2C)cc1	3	-20	89	110	-1	0	6.1	-2	103
CCOC(=O)CSc1cn2c(n1)CCC2	-2	6	123	96	1	0	-0.1	5	100
O=C(O)C(C(O)c1ccccc1)[n+]1ccccc1 (centres undefined)	-1	-3	90	98	6	0	-0.2	-4	97
COC(=O)CCNC(=O)Cc1c(C)n(C(=O)c2ccc(Cl)cc2)c2ccc(OC)cc12	43	10	97	102	-6	1	-0.5	-23	102
CCN1C(=O)[C@H]2[C@@H](c3ccc(Cl)cc3)N3C(=O)CN(CCOC)C(=O)[C@@]3(Cc3ccccc3)[C@H]2C1=O	-5	-2	105	94	1	0	-1.5	-2	113
[N-]=[N+]=NC1CC(CO)OC1n1ccc(=O)[nH]c1=O (centres undefined)	9	6	87	97	11	0	3.1	10	100
Cc1ccc(C)c(NC(=O)Cn2c(=O)n(-c3ccc(CC(=O)NCC4CCCO4)cc3)c(=O)c3ccccc32)c1 (centres undefined)	-2	-2	91	98	5	0	1.7	10	100
Cc1ccccc1C(=O)N1CCN(c2ccc(NC(=S)NC(=O)c3ccco3)cc2)CC1	4	-1	129	97	8	2	-1.8	8	96
N#CCOc1nc(N2CCCC2)nc(N2CCCC2)n1	11	-4	100	107	-2	0	-0.8	0	92
CC(Oc1ccc(Br)cc1)C(=O)Nc1ccc(N2CCOCC2)cc1N1CCOCC1 (centres undefined)	7	6	106	96	-2	4	-1.0	-1	98
CCOc1ccc(-c2nc[nH]c2[N+](=O)[O-])cc1	-26	-9	92	98	-4	0	0.3	-7	92
COc1ccc(C=O)cc1COc1ccc(C)cc1[N+](=O)[O-]	-20	9	101	97	-2	6	-1.8	-3	97
Cc1ccc(NC(=O)COC(=O)c2ccc(Br)o2)cc1S(=O)(=O)N1CCCCC1	3	3	91	105	2	0	x	1	94
COc1cccc(CNCC(O)(c2ccc(Cl)cc2)c2ccc(Cl)cc2)c1	11	10	97	110	8	0	1.3	12	98
CCCc1nnc(SCC(=O)N2CCCCC2)n1CCCOC	1	0	100	105	9	2	-1.5	9	105
O=S(=O)(Nc1ccc2nc(N3CCOCC3)sc2c1)c1ccc(Cl)cc1	-19	7	116	98	2	5	x	7	91
COc1ccccc1Nc1nc(-c2ccccc2O)nc2ccccc12	10	-2	107	99	6	0	0.2	-1	105
CCC(C)(C)NC(=O)C(c1cccs1)N(CC1CCCO1)C(=O)Cn1nnc2ccccc21 (centres undefined)	12	-9	105	97	3	0	-2.9	0	97
CN1Cc2cc(C(=O)c3ccccc3O)cnc2NC1=O	-3	3	85	99	2	0	0.5	1	100
CCOC(=O)C1CCCN(C(=O)c2ccccc2SCCOC)C1 (centres undefined)	-4	9	95	96	-3	0	-0.7	2	97
Cc1ccc2cc(CCNC(=O)c3cc4ccccc4o3)c(=O)[nH]c2c1C	39	-2	91	100	2	1	2.4	1	99
CC(C)(Oc1ccc(Cl)cc1)C(=O)OCC(=O)N1CCN(c2ccccc2)CC1	2	9	100	99	5	2	-1.0	6	94
Cc1ccc(C)c(S(=O)(=O)Nc2ccc(-n3cnnn3)cc2)c1	9	3	101	99	x	9	x	x	106
C=CCN1C(=O)C(C)(C)N(C(=O)c2cccc([N+](=O)[O-])c2)c2ccccc21	-2	1	104	108	5	0	0.0	9	108
NC(=O)C1(C(N)=O)OC1c1ccc(Cl)cc1Cl (centres undefined)	9	1	106	97	-1	0	0.7	-3	107
O=C(Nc1nc(-c2ccccn2)cs1)c1cccc(S(=O)(=O)N2CCOCC2)c1	-7	12	101	106	15	0	x	22	108
COc1ccc(C(=O)N/C(=C/c2ccco2)C(=O)NC2CCS(=O)(=O)C2)cc1 (centres undefined)	10	9	108	108	9	0	-0.9	3	95
CC1CCCCN1CCCNC(=O)c1nn(C)c2c1CS(=O)(=O)c1ccccc1-2 (centres undefined)	4	0	101	104	3	6	-3.1	2	96
CC(C)c1ccccc1NC(=S)NC(C)c1ccccc1 (centres undefined)	1	0	87	99	8	0	-0.9	13	98
Cc1ccc(C(=O)CSc2ccc(-c3ccncc3)nn2)cc1	4	0	100	95	7	1	1.0	3	89
C[C@H](NC(=O)c1ccccc1Cl)C(=O)NCc1cccs1	9	4	98	83	-10	0	0.2	-22	105
CC(=O)Nc1ccc(C(=O)N/C(=C/c2ccccc2)C(=O)Nc2cccc(C(=O)O)c2)cc1	-2	-3	95	98	6	0	0.0	-1	102
Cc1cccc(NC(=S)Nc2c(C)n(C)n(-c3ccccc3)c2=O)c1C	30	-7	100	99	0	8	-1.8	1	97
O=C(NCc1ccco1)C(=O)c1cn(CC(=O)N2CCCCCC2)c2ccccc12	43	8	101	110	3	7	x	2	110
Cc1ccc(-c2nc(C)c(C(=O)O)s2)cc1	2	-12	147	93	-1	0	-2.1	-8	93
O=C(NCc1ccco1)c1ccc2ccccc2n1	8	5	91	95	3	0	-10	-2	96
O=C(/C=C/c1cccc(F)c1)N(c1ccccn1)C1CCCCC1	-3	4	76	104	3	0	3.0	6	106
Nc1nnn(Cc2ccccc2)n1	5	2	89	102	-4	0	-0.7	-2	105
CCOc1ccc(NC(=O)N2CCC(NC(=O)c3ccco3)CC2)cc1	-4	8	90	106	1	0	-0.5	-2	101
CCNC(=O)c1sc(=S)n(-c2ccc(C)cc2)c1N	4	4	85	113	8	0	-3.6	11	108
COc1cccc(NC(=O)C(C#N)Cc2ccncc2)c1 (centres undefined)	3	7	92	114	3	1	1.8	3	100
Cc1ccc(C)c(N(C(=O)CNC(=O)c2ccco2)C(C(=O)NC2CCCCC2)c2cccnc2)c1 (centres undefined)	-2	3	97	107	6	1	-0.7	10	105

# Next part
molecule	VLA-4 inh	GLD-1 RNA inh	Yeast superoxide	AGP1-GFP MLPCN	BCLXL inh	GRK2 aptamer HTS	MEX-5 binding	MCL1 BIM primary	CIT2-GFP yeast
O=C(c1cc2ccccc2o1)N1CCN(c2cccc(Cl)c2)CC1	-9	1	117	98	2	0	-0.2	0	101
O=C(c1cccnc1)N1CCN(CCCc2ccccc2)CC1	13	2	94	99	6	0	-0.5	4	96
CCOC(=O)c1[nH]cc(-c2ccccc2)c1N1CCOCC1	12	-4	106	100	10	4	x	10	100
Cc1nc(NC(=O)CSc2nnc(C)n2CC2CCCO2)sc1C (centres undefined)	7	10	102	98	0	2	1.0	1	103
CCCCSc1ncnc2[nH]ncc12	4	0	99	96	4	0	1.6	2	87
Cc1ccc(N(C)S(=O)(=O)c2cccc(C(=O)Nc3ccc(N4CCOCC4)cc3)c2)cc1	0	-3	115	104	-1	0	x	5	97
Cc1ccc(SC(C)c2nc(-c3ccccc3)no2)cc1 (centres undefined)	1	7	98	97	6	1	0.3	2	98
COc1cccc(CNC(=O)CN2C(=O)NC(Cc3ccccc3)(c3ccccc3)C2=O)c1 (centres undefined)	6	3	99	96	-2	1	x	-3	98
O=C(CNc1n[nH]c(=O)[nH]c1=O)N/N=C/C=C/c1ccccc1	2	-3	73	105	2	1	-0.2	0	106
CCC12CN(C(=O)c3ccc(C)cc3)CC(CC)(CN(C(=O)c3ccc(C)cc3)C1)C2=O	-5	-11	101	108	4	2	-3.4	-1	102
COc1ccc2c(c1O)C(=O)c1ccccc1C2=O	-33	15	89	106	18	0	1.0	17	94
CCCCc1nc(NCc2ccccc2)c(C#N)c2c1CCCC2	-2	1	88	93	-2	2	-0.8	11	98
CCOCc1nnc(NC(=O)c2cc(C(=O)OC)cc([N+](=O)[O-])c2)s1	11	1	99	94	6	0	0.1	3	96

# Sorted by number of heavy atoms (low to high): part of the list above
molecule	VLA-4 inh	GLD-1 RNA inh	Yeast superoxide	AGP1-GFP MLPCN	BCLXL inh	GRK2 aptamer HTS	MEX-5 binding	MCL1 BIM primary	CIT2-GFP yeast
CCCCc1nc(NCc2ccccc2)c(C#N)c2c1CCCC2	-2	1	88	93	-2	2	-0.8	11	98
CCOCc1nnc(NC(=O)c2cc(C(=O)OC)cc([N+](=O)[O-])c2)s1	11	1	99	94	6	0	0.1	3	96
CCC12CN(C(=O)c3ccc(C)cc3)CC(CC)(CN(C(=O)c3ccc(C)cc3)C1)C2=O	-5	-11	101	108	4	2	-3.4	-1	102
